MC4R antagonist – antagonists of human melanocortin 4 receptor (MC4R); MC4R-expressing cells, MTII-stimulated cAMP, LANCE TR-FRET; inhibition, % at 6.5 µM; 0.48% of 360,000 active;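 active = inhibition above its plate's cutoff, the mean of tested wells on that plate plus 3 SD, cut at about 29% in these data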;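 note: 0% = Melanotan II alone and 100% = Melanotan II plus saturating MCL0020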
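material = U2OS cells stably expressing human melanocortin 4 receptor (MC4R) | also added = Melanotan II challenge | dosing = single nominal compound dose of 6.5 µM | detection = TR-FRET with Eu-cAMP and labeled anti-cAMP, 671 nm | replication = singlicate | timing = compound 30 min, challenge 1 h, detection 1 h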
NOD2-RIPK2 inh – inhibitors of human NOD2-RIPK2 interaction; O43353; 0.38% of 360,000 active; inhibition, % at 4.98 µM; CHO BLA complementation NOD2-RIPK2, CCF4 ratio; in the data active = inhibition above about 21%;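 note: 0% = vehicle only and 100% = reference blocker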
Target sequence (O43353 whole entry, looked up): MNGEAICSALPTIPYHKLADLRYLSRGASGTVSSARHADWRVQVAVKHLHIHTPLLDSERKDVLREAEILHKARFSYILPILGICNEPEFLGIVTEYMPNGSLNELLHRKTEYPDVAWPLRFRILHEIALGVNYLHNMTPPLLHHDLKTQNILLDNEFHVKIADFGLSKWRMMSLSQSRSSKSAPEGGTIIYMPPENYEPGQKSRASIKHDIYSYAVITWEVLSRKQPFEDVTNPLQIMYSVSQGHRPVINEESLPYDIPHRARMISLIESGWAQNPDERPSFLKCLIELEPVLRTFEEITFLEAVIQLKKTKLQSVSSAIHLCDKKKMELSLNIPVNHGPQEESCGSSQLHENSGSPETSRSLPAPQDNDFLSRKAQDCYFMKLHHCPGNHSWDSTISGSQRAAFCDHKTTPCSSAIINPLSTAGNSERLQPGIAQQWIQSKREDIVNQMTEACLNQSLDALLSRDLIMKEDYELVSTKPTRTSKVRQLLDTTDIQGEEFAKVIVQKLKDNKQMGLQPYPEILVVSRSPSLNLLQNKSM
H9c2 protect – myocardial damage modulation in H9c2 cells; protection from H2O2 cell death, % at 20 µM; H9c2 cardiomyocytes, H2O2 injury protection, ATPLite, 2 h; 0.63% of 360,000 active;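 active = compounds giving at least 50% protection of heart cells from peroxide-induced death in the single-dose screen, raw or plate-pattern-corrected value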;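 note: 0% = DMSO wells with peroxide and 100% = DMSO wells without peroxide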
Glyco luc inh – blocks N-linked glycosylation in D54 reporter cells; D54 ERlucT glycosylation luciferase reporter, 24 h; percent of 100 nM tunicamycin response; 0.23% of 360,000 active; AID 588692; reporter increase, % at 12.5 µM;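 active = mean luciferase reporter signal, scaled so untreated is 0 and the glycosylation-blocking control 100, at or above a set limit in every replicate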;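 note: luciferase carries N-glycosylation sites so blocking glycosylation raises the light; 0% = median of neutral control wells and 100% = median of 100 nM tunicamycin wells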
NCOA2 inhibitor – inhibits human steroid receptor coactivator 2; Q15596; HEK293 GAL4-SRC2 luciferase reporter, luminescence; inhibition, % at 9 µM; 0.17% of 370,000 active; AID 651957;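 active = inhibition above the mean inhibition of all tested compounds plus 3 SD, set per campaign, cut at about 52% in these data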;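 note: 0% = DMSO treated cells and 100% = cells given Gossypol at 36 µM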
m5-HT2A agonist – activates the mouse 5-HT2A serotonin receptor | activation, % at 7.6 µM | P35363 | CHO-K1 mHTR2A beta-arrestin complementation, luminescence; percent of 30 µM serotonin response | 0.66% of 360,000 active;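 active = activation above a run cutoff, the mean activation of all tested compounds plus 3 SD, cut at about 14% in these data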;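 note: 0% = plate median of compound wells and 100% = 30 µM serotonin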
Target sequence (P35363 whole entry, looked up): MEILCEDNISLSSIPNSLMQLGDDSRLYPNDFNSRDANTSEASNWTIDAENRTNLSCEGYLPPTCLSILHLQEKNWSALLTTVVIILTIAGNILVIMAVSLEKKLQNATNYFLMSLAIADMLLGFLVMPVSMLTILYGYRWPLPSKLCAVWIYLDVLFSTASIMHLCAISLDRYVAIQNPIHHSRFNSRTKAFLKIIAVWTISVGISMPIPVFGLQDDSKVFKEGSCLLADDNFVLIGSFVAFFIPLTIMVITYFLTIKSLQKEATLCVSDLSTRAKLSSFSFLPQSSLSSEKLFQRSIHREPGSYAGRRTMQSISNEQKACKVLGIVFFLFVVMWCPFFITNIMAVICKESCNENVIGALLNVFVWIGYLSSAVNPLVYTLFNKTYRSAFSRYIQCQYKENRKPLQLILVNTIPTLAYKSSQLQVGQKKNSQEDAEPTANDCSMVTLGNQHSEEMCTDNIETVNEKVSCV
TLR9-MyD88 block – TLR9-MyD88 interaction inhibition. CHO BLA complementation TLR9-MyD88, CCF4 FRET ratio. inhibition, % at 4.98 µM. 0.21% of 340,000 active. AID 504734;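 active = inhibition above the mean over all tested compounds plus 3 SD, cut at about 21% in these data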;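 note: 0% = DMSO only wells and 100% = clavulanate BLA inhibitor control wells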
MC4R ag barr – activates human MC4R beta-arrestin recruitment; P32245; U2OS MC4R beta-arrestin complementation, luminescence; percent of melanotan II response, DMSO zero; activation, % at 8.9 µM; 0.98% of 360,000 active;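 active = activation above a per-plate cutoff, the mean activation of sample wells on that plate plus 3 SD, cut at about 8% in these data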
ABCB6 inh MLPCN – human ABCB6 transporter inhibition; K562-ABCB6 porphyrin accumulation, flow cytometry, 1 h; stronger effect = lower value; fluorescence ratio to DMSO, % at 10 µM; 0.19% of 360,000 active;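 active = fluorescence ratio to DMSO below 75%, the collection mean minus 3 SD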;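 note: signal is porphyrin accumulated inside mitochondria; 100% equals median channel fluorescence of DMSO control wells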
ABHD5 PLIN5 PPI – inhibitors of human ABHD5-perilipin-5 interaction; Q00G26+Q8WTS1; Split G. princeps luciferase complementation, luminescence, 4 h; inhibition, % at 4 µM; 0.78% of 360,000 active; AID 602281;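 active = inhibition above the mean inhibition across every tested compound plus 3 SD, cut at about 22% in these data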;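 note: 0% = DMSO only wells and the 100% control is not disclosed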
* hit, by the source's call; x = not tested or not shown.

SMILES	MC4R antagonist	NOD2-RIPK2 inh	H9c2 protect	Glyco luc inh	NCOA2 inhibitor	m5-HT2A agonist	TLR9-MyD88 block	MC4R ag barr	ABCB6 inh MLPCN	ABHD5 PLIN5 PPI
O=C(COC(=O)c1cc(=O)[nH]c2ccccc12)Nc1cccc(S(=O)(=O)N2CCOCC2)c1	14.5	2.4	-0.7	-0.7	-32.7	2.2	9.6	-3.0	100.0	1.6
COc1ccc(-c2ccc(NS(=O)(=O)c3cccc([N+](=O)[O-])c3)cc2)nn1	3.8	6.0	0.3	0.3	1.0	12.4	-0.1	-0.2	107.0	9.4
COc1cc(CCC(=O)Nc2nccs2)cc(OC)c1OC	5.0	-8.1	-1.9	0.9	12.5	-4.5	-4.3	-0.3	104.0	-3.4
COc1ccc(OC)c(/C=N/N(CCC#N)C2=NS(=O)(=O)c3ccccc32)c1	4.8	7.8	-2.2	-2.9	5.6	3.4	-5.0	-1.4	97.0	1.2
O=C(CN(Cc1ccco1)C(=O)c1ccc(Cl)cc1)Nc1c(Cl)cc(Cl)cc1Cl	6.5	-15.2	-7.4	-1.0	9.9	-1.4	-3.4	6.5	98.0	-3.3
CCSc1nnc2c(n1)OC(c1ccc(C(=O)O)cc1)N(C(C)=O)c1ccccc1-2 (stereo not given)	7.2	6.1	-5.3	3.1	-10.2	3.9	-10.7	-1.2	103.0	0.0
CS(=O)(=O)N1CCN(c2ccc(NC(=O)COc3ccccc3)cc2)CC1	1.2	-14.4	-6.3	-1.6	10.5	-7.5	x	-1.2	90.0	-0.7
Nc1nc2ccc(C(=O)Nc3ccc(N4CCOCC4)cc3)cc2s1	-8.0	-9.8	1.7	-2.9	-26.5	0.7	6.5	-0.8	96.0	-4.8
NC1=NC(=O)/C(=C/c2ccccc2OS(=O)(=O)c2ccc3ccccc3c2)S1	-2.8	-6.0	13.6	-0.8	12.8	-1.8	1.3	-3.1	95.0	0.4
COc1cccc(OCc2cc(C(=O)N(C)CCC3CCCCO3)no2)c1 (stereo not given)	8.0	-4.8	-2.1	1.5	-59.7	-0.5	-0.2	-1.3	104.0	6.2
CCc1c(C)c2ccc(OCC(=O)NCC3CCC(C(=O)O)CC3)c(C)c2oc1=O (stereo not given)	4.3	-18.4	1.0	-1.1	2.2	4.7	-3.6	-1.2	100.0	0.6
CCN(CCCNS(=O)(=O)c1ccc2c(c1)oc(=O)n2C)c1cccc(C)c1	-1.0	4.7	-9.9	-2.4	-7.3	-6.9	-1.7	2.1	100.0	-0.6
Cc1cc(C)cc(C(=O)NCC(=O)OC(C)C(=O)N(C)c2ccccc2)c1 (stereo not given)	3.7	-5.7	0.4	0.7	-8.1	2.1	13.6	-1.5	101.0	3.3
Cc1ccc(CN(C)C(=O)CN2C(=O)NC(c3ccccc3)(c3ccccc3)C2=O)c(C)c1	6.7	8.7	1.5	-2.6	-1.6	-2.5	0.9	1.6	94.0	-6.5
Cc1ccc(C(=O)N2CCCC(Nc3ccc(F)c(F)c3)C2)cn1 (stereo not given)	0.6	-14.8	-0.4	-0.1	-15.9	-2.8	-3.1	0.1	98.0	4.2
CCOc1ccccc1C(=O)N1CCN(c2ccc(C(F)(F)F)cn2)CC1	2.1	-1.1	-14.2	-0.8	9.2	-3.0	-3.1	-1.8	93.0	-1.7
COc1ccc(C(=O)CSC(=S)N2CCCCC2)cc1	x	3.6	-3.7	-16.9	x	-1.9	x	x	93.0	-0.8
C=CCN(c1ccccc1)S(=O)(=O)c1cccc(C(=O)Nc2nnc(SCC)s2)c1	6.3	8.6	-3.7	-0.5	-11.0	2.1	13.2	2.4	96.0	4.6
O=C(COc1ccc(Cl)cc1)Nc1cc(S(=O)(=O)N2CCCCC2)ccc1N1CCCCC1	4.4	-8.4	-6.8	-12.0	-11.2	-2.0	-13.7	3.6	102.0	-5.3
COc1ccc(C(=O)CSc2nc(-c3ccccn3)nc(C)c2Cl)cc1	14.6	-5.1	4.6	1.1	13.5	-0.2	7.1	-0.3	98.0	9.1
OC[C@H]1OC(O)[C@@H](O)[C@@H](O)[C@@H]1O (stereo not given in full)	1.0	-3.5	5.1	2.7	-16.3	-1.1	-3.5	-0.1	105.0	-2.2
O=C(COC(=O)Cc1c[nH]c2ccccc12)Nc1ccccc1C(F)(F)F	-1.9	-21.9	5.3	0.8	-10.4	3.8	3.5	-3.9	99.0	-4.1
C[C@H](NC(=O)c1nc[nH]c1C(=O)N[C@@H](CCCCNC(=O)OC(C)(C)C)C(=O)OC(C)(C)C)c1ccccc1	4.8	-6.3	5.4	-2.2	8.2	-2.2	-1.6	1.7	91.0	3.6
CC(C)c1ccc(OCC(=O)NC2=NCCS2)cc1	1.5	-2.4	-6.0	-1.0	-94.8	6.1	0.9	-1.9	99.0	0.2
O=C(Nc1ccccc1)OCc1ccccn1	-2.1	-4.1	-4.8	0.8	-37.1	4.3	-12.7	1.3	100.0	-4.6
COCCN(C(=O)C(C)C)c1nnc(-c2ccc(C)cc2)s1	0.3	5.9	-3.7	-2.3	-20.7	-5.2	-1.1	-0.6	93.0	3.2
CN(c1cccc(Cl)c1)S(=O)(=O)c1cccc(C(=O)Nc2ccc3c(c2)CCC3)c1	9.1	4.7	-21.3	-7.3	-11.5	-10.4	1.5	-1.7	98.0	-10.4
CC(=O)O/N=C1\C(=O)N(Cc2ccc(C)cc2)c2ccccc21	4.0	14.3	-1.5	-2.7	6.9	-6.4	16.6	0.7	99.0	-14.5
CCOc1cc(/C=N/NC(N)=O)cc(Br)c1OCC(=O)Nc1ccccc1C	-4.0	-11.5	11.3	-0.7	-3.5	-4.0	-1.9	-0.8	98.0	8.3
CC1CCCCC1N(C)C1CCN(C(=O)CNC(=O)/C=C/c2cccc(Cl)c2)CC1 (stereo not given)	-3.9	-10.5	-2.1	-2.6	-38.2	0.1	2.2	1.8	104.0	5.8
Cc1ccc(NC(/C=C/N(C)C)=C/C(=O)C(F)(F)F)c(C)c1	4.3	-6.1	-23.2	-1.9	-11.7	-1.9	0.2	-3.4	97.0	-1.6
CC(C)C(=O)Nc1ccc2c3c(cccc13)CC2	3.8	-0.6	1.4	2.9	6.9	-4.9	-0.8	-0.7	100.0	-1.2
COc1ccccc1NS(=O)(=O)c1ccc(C(N)=O)cc1	-0.9	-2.1	0.5	-0.8	-8.8	5.2	0.9	-0.4	98.0	-3.9
CC(c1n[nH]c(=S)n1-c1ccc(Cl)cc1)N(C)C (stereo not given)	4.1	2.5	11.0	2.6	-19.2	-1.3	11.2	-3.0	94.0	-4.5
O=c1cc(-c2ccc(O)cc2)oc2c1ccc1ccccc12	-3.2	-0.7	-9.3	-3.2	-24.4	-2.4	1.1	49.9*	98.0	-10.7
CCN(CC)S(=O)(=O)c1ccc2[nH]c(=O)cc(C(=O)Nc3ccccc3N3CCOCC3)c2c1	7.2	-3.1	4.8	-2.4	-14.9	-2.0	0.9	-0.9	95.0	1.8
CCCCOC(=O)CSC1=C(C#N)C(c2ccccc2OC)C(C#N)C(=O)N1 (stereo not given)	-1.7	-5.3	0.4	2.5	-29.2	-1.6	2.8	-0.7	93.0	-0.6
CC(C)(C)c1ccc(-n2ncc3c2CCCC3NC(=O)CN2CCCC2=O)cc1 (stereo not given)	7.8	0.0	-14.4	-4.9	31.2	3.2	4.1	-1.1	93.0	5.3
Cc1ccc(N=Cc2sc(O)c3ccccc23)c(C)c1	-5.6	-4.1	-1.9	-1.2	-25.0	-2.7	4.9	4.1	107.0	-19.3
COc1cc(CN(C)Cc2cccc3ccccc23)cc([N+](=O)[O-])c1O	2.9	7.3	2.8	3.8	18.4	-4.6	7.7	-2.4	99.0	-3.9
CCn1c(O)c(/C=N/NC(=O)c2ccncc2)c(=O)n(CC)c1=S	10.1	9.5	8.9	0.3	-2.3	-1.8	3.0	3.7	96.0	5.0
Cc1cc(OCC(=O)OCC(=O)Nc2cc(S(=O)(=O)N3CCOCC3)ccc2Cl)ccc1Cl	15.6	-2.4	-5.3	-1.8	-15.0	2.5	-9.4	4.8	98.0	-2.2
CC(C)(O)c1cc2ccc(C#CCCN3C(=O)c4ccccc4C3=O)cc2c(=O)o1	0.6	1.0	7.6	-1.5	-19.6	6.7	-7.2	1.2	93.0	9.2
Cc1ccc(S(=O)(=O)N(C)C)cc1NC(=O)COC(=O)Cc1n[nH]c(=O)c2ccccc12	0.1	-2.6	74.7*	x	-12.7	-4.3	-8.3	-2.7	98.0	-4.2
C[C@@H]1CCC(=O)N(C[C@@H](C)CSc2ccccc2)CC1	6.2	-2.4	2.4	-1.0	-19.4	-6.8	6.6	2.3	98.0	2.1
O=C(COC(=O)CN1CCSC1=O)Nc1ccc(F)cc1Cl	11.1	-3.1	-1.3	-0.4	-21.5	-3.0	-1.0	0.9	104.0	-1.6
Cc1ccc(NC(=O)CSc2nnc(Cc3ccccc3)c(=O)[nH]2)c(C)c1	13.1	-9.6	-2.6	1.3	-22.6	-8.5	-1.6	1.8	93.0	4.1
CC(CNC(=O)c1ccc(C(C)(C)C)cc1)CN(C)C (stereo not given)	7.1	-4.4	-1.5	-0.5	-6.5	-6.8	8.3	-0.7	99.0	0.9
CCCCn1c(CNC(=O)C23CC4CC(CC(C4)C2)C3)nnc1SCC(=O)Nc1nnc(C)s1	10.4	-8.0	11.6	-0.1	-10.6	-3.0	-2.7	0.6	98.0	6.3
C#CCOCCOCCOCCNc1nc(N2CCN(C(=O)[C@H](CCCCN)n3cc([C@@H](N)C(C)CC)nn3)CC2)nc(N2CCN(C(=O)[C@H](Cc3cc4ccccc4[nH]3)n3cc([C@@H](N)CC(C)C)nn3)CC2)n1 (stereo not given in full)	4.3	-3.3	-2.0	2.8	x	-1.7	6.0	2.2	94.0	24.1*
CC1CCCCC1NC(=O)COC(=O)c1ccc([N+](=O)[O-])o1 (stereo not given)	-0.5	-3.7	11.8	0.9	19.7	1.4	0.6	2.4	101.0	2.9

Reprinted at random: four entries already listed.
SMILES	MC4R antagonist	NOD2-RIPK2 inh	H9c2 protect	Glyco luc inh	NCOA2 inhibitor	m5-HT2A agonist	TLR9-MyD88 block	MC4R ag barr	ABCB6 inh MLPCN	ABHD5 PLIN5 PPI
CC(CNC(=O)c1ccc(C(C)(C)C)cc1)CN(C)C (stereo not given)	7.1	-4.4	-1.5	-0.5	-6.5	-6.8	8.3	-0.7	99.0	0.9
CC(C)(O)c1cc2ccc(C#CCCN3C(=O)c4ccccc4C3=O)cc2c(=O)o1	0.6	1.0	7.6	-1.5	-19.6	6.7	-7.2	1.2	93.0	9.2
Cc1cc(OCC(=O)OCC(=O)Nc2cc(S(=O)(=O)N3CCOCC3)ccc2Cl)ccc1Cl	15.6	-2.4	-5.3	-1.8	-15.0	2.5	-9.4	4.8	98.0	-2.2
O=C(COC(=O)CN1CCSC1=O)Nc1ccc(F)cc1Cl	11.1	-3.1	-1.3	-0.4	-21.5	-3.0	-1.0	0.9	104.0	-1.6

A portion of the library; rates above refer to the full screens.
